From PubChem BioAssay
MDM2 E3 inh = blocks human Mdm2 ubiquitin ligase activity; AID 1230; cell-based MDM2 ubiquitination luciferase reporter, 2 h; 0 = plate control, 100 = twice control, blank-subtracted; 210,000 compounds, 0.11% hits; signal enhancement, % at 5 µM; Q00987;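 active = signal enhancement of 30% or more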;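 note: luminescence tracks abundance of the self-degrading MDM2-luciferase fusion protein; higher signal means inhibition of MDM2 E3 ligase activity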
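Material: Stable MDM2–luciferase fusion reporter cells | Amount: 2000 cells seeded into each well | Dosing: One concentration, 5 µM, with 0.2% DMSO | Incubation: 4 h cell settling then 2 h compound exposure, 37 °C | Measured by: Luciferase luminescence | Read-out basis: % enhancement relative to plate controls after blank subtraction | Benchmarks: Control and blank well means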
PPC-1+TRAIL kill = PPC-1 cancer cell killing with TRAIL present | PPC-1 cells + TRAIL, ATPLite viability luminescence | cell killing (% activity), % at 4 µM | 220,000 compounds, 0.41% hits | AID 1443;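 active = cell killing above 50% in the first pass at 4 µM, then a duplicate retest at 5 µM averaging 50% or more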;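 note: plate controls were cells with TRAIL plus DMSO for no effect and medium-only wells lacking cells for full effect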
TRPML3 ag = activates the human TRPML3 channel; Q8TDD5; HEK293 TRPML3-YFP, Fluo-8 calcium fluorescence; 100% = the carbachol control signal; activation, % at 3 µM; 220,000 compounds, 0.29% hits;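 active = activation above its plate's cutoff, the mean activation of the plate's test wells plus 3 SD, cut at about 12% in these data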;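 note: 0% = DMSO only wells and 100% = carbachol wells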
Target sequence (Q8TDD5 whole entry, looked up): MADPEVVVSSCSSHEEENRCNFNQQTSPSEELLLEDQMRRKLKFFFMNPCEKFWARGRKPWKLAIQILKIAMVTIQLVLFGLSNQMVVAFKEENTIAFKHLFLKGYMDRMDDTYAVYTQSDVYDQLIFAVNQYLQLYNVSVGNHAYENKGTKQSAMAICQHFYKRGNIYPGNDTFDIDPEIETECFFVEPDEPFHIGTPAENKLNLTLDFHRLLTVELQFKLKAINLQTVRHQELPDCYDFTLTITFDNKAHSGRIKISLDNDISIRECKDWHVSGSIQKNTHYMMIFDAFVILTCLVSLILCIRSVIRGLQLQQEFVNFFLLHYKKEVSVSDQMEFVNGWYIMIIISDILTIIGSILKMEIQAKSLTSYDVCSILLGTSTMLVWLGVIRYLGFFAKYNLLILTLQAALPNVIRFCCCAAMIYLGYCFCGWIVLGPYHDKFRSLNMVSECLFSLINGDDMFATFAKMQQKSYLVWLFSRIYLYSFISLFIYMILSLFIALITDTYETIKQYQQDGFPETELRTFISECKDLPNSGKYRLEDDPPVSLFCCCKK
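Test system: TRPML3-YFP stable HEK293 cells. Doses: single point at 3 µM. Incubation: dye loading 1 h 37 °C then 30 min ambient, 125 s read. Signal: Fluo-8 calcium dye fluorescence, ex 470-495, em 515-575 nm. Measure: percent activation from peak-to-basal fluorescence ratio, scaled between DMSO and carbachol.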
p47phox inh = p47phox (human) inhibition; P14598; AID 1274; inhibition, % at 24.7 µM; 220,000 compounds, 0.53% hits; p47phox/p22phox peptide binding, fluorescence polarization, 2 h;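 active = inhibition above about 30%, limit read from the data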;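 note: 0% = p47phox with labelled peptide and 100% = labelled peptide alone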
TRPN1 ag = zebrafish TRPN1 (NompC) channel agonism | activation, % at 3 µM | 220,000 compounds, 0.18% hits | HEK293 zebrafish TRPN1-YFP, Fluo-8 calcium fluorescence; 100% = response to 87 µM carbachol;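 active = activation above its plate's cutoff, the mean activation of test wells on that plate plus 3 SD, cut at about 19% in these data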;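 note: 0% = DMSO alone and 100% = 87 µM carbachol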
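Material: zebrafish TRPN1-YFP in HEK293 cells. Doses: one dose of 3 µM, 0.3% DMSO. Incubation: dye 1 h 37 °C plus 30 min RT. Measured by: intracellular calcium fluorescence with Fluo-8.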
Runt-SMMHC FRET = blocks binding of human RUNX1 Runt domain to CBFb-SMMHC; Q01196+Q13951; Cerulean-Runt/Venus-CBFb-SMMHC FRET ratio 530/480, 1 h; inhibition, % at 20 µM; 220,000 compounds, 0.74% hits; AID 1434;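 active = mean inhibition across duplicate retests at 20 µM reaching about 50%, limit read from the data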;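 note: 0% = DMSO wells and 100% = wells with excess untagged CBFb-SMMHC; inhibitors lower the FRET ratio by blocking Runt binding to CBFb-SMMHC; some results filed as inactive read as strong as hits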
EBV gp42 inh = EBV gp42 inhibition | inhibition, % (tested at 21.74 µM) | Fluorescence polarization binding assay, mP read-out | 220,000 compounds, 0.42% hits | Q1HVG2; in the data active = inhibition above about 50%
Target sequence (Q1HVG2 whole entry, looked up): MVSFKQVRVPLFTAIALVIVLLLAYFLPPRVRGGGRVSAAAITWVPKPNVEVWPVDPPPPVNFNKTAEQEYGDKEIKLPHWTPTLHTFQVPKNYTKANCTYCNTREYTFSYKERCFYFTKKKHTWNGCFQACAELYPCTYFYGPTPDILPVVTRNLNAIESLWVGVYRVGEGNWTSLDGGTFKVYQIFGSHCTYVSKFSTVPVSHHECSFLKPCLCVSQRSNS
TNF necrop inh = TNF-alpha cell death inhibition in Jurkat FADD-/- cells. 220,000 compounds, 0.068% hits. activation (protection from cell death), % at 10 µM. Jurkat FADD-/- TNF necroptosis rescue, ATP luminescence, 24 h; 0 = TNF only, 100 = no-TNF cells;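 active = activation, meaning protection from cell death, of at least 50% relative to plate controls; inactive = activation below 50%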;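 note: necroptosis triggered by 40 ng/mL TNF-alpha added together with compound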
CHOP inh = blocks CHOP induction under ER stress; CHO-K1 CHOP-promoter luciferase, tunicamycin-induced, 15-18 h; inhibition, % at 10 µM; 220,000 compounds, 3.8% hits;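 active = compounds that reduced the stress-induced luciferase reporter signal by more than about 70% of percent inhibition, limit read from the data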;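 note: 0% = tunicamycin plus vehicle and 100% = wells without tunicamycin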
* hit, by the source's call; . = no result given. Hits appear at their usual frequency. Share with any hit: about 5.9%.

SMILES	MDM2 E3 inh	PPC-1+TRAIL kill	TRPML3 ag	p47phox inh	TRPN1 ag	Runt-SMMHC FRET	EBV gp42 inh	TNF necrop inh	CHOP inh
Cc1cc(O)cc(O)c1C(=O)Cc1cnn(-c2ccccc2)c1	-3	-14	0.3	-7	-0.4	1	-2	2.1	40
Cc1ccc(NS(=O)(=O)c2ccc(C3CCCCC3)cc2)cc1	-7	15	0.7	-17	-1.4	-2	5	2.9	95*
S=c1[nH]nc(-c2ccccc2)o1	-5	10	0.3	-22	-0.3	1	-8	-0.4	6
CC(C)c1ccc(CN2CC(C(=O)Nc3ccccc3)CC2=O)cc1 (configuration not stated)	-13	14	-0.7	6	-0.5	1	-12	2.8	23
Cc1ccc(NC(=O)COC(=O)Cn2cnc3ccccc32)c([N+](=O)[O-])c1	-6	0	5.0	4	8.4	1	2	-0.6	2
O=C(c1ccc(N2CCOCC2)c([N+](=O)[O-])c1)N1CCN(S(=O)(=O)c2cccs2)CC1	-17	-4	2.0	-9	0.9	-1	-8	1.0	4
O=C(NCCS(=O)CCNC(=O)C(F)(F)F)C(F)(F)F	-4	12	-0.1	3	-0.4	3	7	1.1	11
O=S(=O)(c1ccc(NC(=S)NCc2ccncc2)cc1)N1CCCCC1	-4	10	1.8	-8	0.8	-1	-5	-2.4	12
Brc1ccc(-c2csc(NC3=NCCCCC3)n2)cc1	-10	3	0.7	-11	0.6	-2	-6	1.2	11
CCc1c(C(=O)O)[nH]c2ccc(Br)cc12	-2	9	0.0	9	-0.8	-2	3	0.8	22
CCCCCn1c(=O)[nH]c2cc(C(=O)N3CCN(CC)CC3)ccc2c1=O	-5	31	0.4	-2	-0.7	-6	-2	-0.5	-7
COc1cc(-c2[nH]ncc2CN2CCSCC2)cc(OC)c1OC	-17	16	0.4	-13	1.6	0	-13	-7.7	-22
Cn1c(=O)c2c(nc(Cl)n2Cc2ccc(Cl)c(Cl)c2)n(C)c1=O	-8	13	0.2	-14	0.3	-2	-10	-1.2	17
CCCN(CCC)S(=O)(=O)c1ccc(NC(=O)c2cc(C(=O)OC)cc([N+](=O)[O-])c2)cc1	14	15	0.5	-13	0.0	12	-6	-13	54
CCOC(CCNC(=O)c1cn(-c2cccc(C)n2)cn1)OCC	-19	-4	0.8	-18	3.4	4	-16	-1.5	3
Cc1ccc(CN(Cc2ccccc2)C(=S)Nc2ccccc2C)o1	-14	13	-0.1	0	-1.4	4	-6	0.6	41
CCOc1ccc(OCCCCN(C)C)cc1	2	14	0.4	-11	-0.5	2	-30	0.4	8
CC(C)(C)NCC(O)COc1ccccc1C(C)(C)C (configuration not stated)	3	3	1.8	1	0.5	3	3	6.1	-7
OCCN(CC#CC(O)(c1ccccc1)c1ccccc1)CCO	-5	-14	0.4	-10	1.0	-4	6	-0.3	0
O=C1C(Cc2ccccc2)S/C(=N/N=C/c2ccco2)N1c1ccccc1 (configuration not stated)	-6	14	-0.5	-22	-0.2	-2	-20	-3.4	39
CCN(CC)S(=O)(=O)c1ccc(OC)c(NC(=O)Cn2cnc3c2c(=O)n(C)c(=O)n3C)c1	-9	16	1.7	-5	0.3	4	-10	1.2	20
C=CCn1c(-c2ccc(Cl)cc2)cnc1SC(C)C(N)=O (configuration not stated)	4	1	0.8	-11	0.2	8	-10	-1.3	0
Cc1ccc2oc(=O)c3cnn(CC(=O)N(Cc4ccco4)C4CCCCC4)c3c2c1	-11	-1	-0.1	-22	0.4	3	-11	-4.3	35
Cc1ccc2sc(N(CCCN(C)C)C(=O)c3nc4ccccc4s3)nc2c1C	15	21	0.7	32*	-0.1	-4	-5	-13	104*
CCCCN(C)C(=O)c1c[nH]c2ccc(S(=O)(=O)N3CCOCC3)cc2c1=O	-4	.	0.5	-1	-1.4	3	1	0.8	-2
CCCCn1c(SCC(N)=O)nnc1-c1cc(OC)c(OC)c(OC)c1	-21	24	0.7	2	-0.7	5	-1	0.3	-20
CCCCN(CC)C(=O)Cc1c(C(=O)O)[nH]c2ccc(Cl)cc12	-33	12	-0.5	-2	-1.8	0	-10	-0.9	-13
CCn1c(SCC(=O)NCCOc2ccccc2)nc2ccccc2c1=O	-14	0	-0.7	3	0.4	-2	-2	0.8	-3
COc1ccc2oc(=O)c(NC(=O)C3CCCCC3)cc2c1	-2	10	0.1	-11	1.3	-2	-21	2.0	-20
Cc1ccc2nc(C)c(C(=O)N/N=C/c3cccs3)n2c1	-9	19	0.7	12	-1.4	12	2	1.8	-8
CCN(CC)c1ccc(NC(=S)NC(=O)Cc2ccccc2)cc1	9	18	0.2	-7	-1.5	-21	7	0.6	67
CCOc1ccc(N2C(=O)CC(NCCNc3ccc(C(=O)c4cccs4)cc3)C2=O)cc1 (configuration not stated)	-10	11	-0.2	0	0.3	-6	7	0.2	-11
O=C(Nc1ccccc1)Nc1nc(-c2ccc(Cl)cc2)cs1	-14	-5	-0.1	-2	-0.4	1	2	1.1	42
CCCOc1ccc(C2c3c(oc4ccccc4c3=O)C(=O)N2CCN(CC)CC)cc1OC (configuration not stated)	-6	5	0.1	-25	-0.7	-4	-30	0.9	13
O=C(CCC(=O)NNC(=O)c1ccc([N+](=O)[O-])cc1)NCc1ccccc1	-9	6	0.7	-10	-0.8	-2	-18	-0.1	16
COC(=O)c1cc(OC)c(OC)cc1NC(=O)c1c(-c2ccccc2Cl)noc1C	2	-11	0.2	-5	-0.4	0	-6	-10	40
O=C(Oc1ccccc1C(=O)Nc1ccccc1)c1ccccc1Br	-8	21	-0.5	-5	-1.5	3	13	-17	-39
Cc1nc(NC(=O)c2cc(-n3cnnc3)ccc2Cl)ccc1Br	.	-2	-1.0	-8	-1.2	2	-16	-1.7	28
CC1CN(C(=O)c2c(Br)cnn2C)CC(C)O1 (configuration not stated)	-3	11	0.4	-9	-0.2	0	0	0.8	21
O=C(NC1CCN(C(=O)Nc2ccccc2Cl)CC1)c1ccccc1	-15	-5	0.3	2	0.5	1	2	1.9	10
N=C1C(=O)OCC1c1cc(Cl)ccc1NC(=O)Nc1ccccc1 (configuration not stated)	-11	22	1.3	-3	0.8	-10	3	-0.3	39
Cc1cc(C(=O)COc2ccc(F)cc2Br)c(C)n1C	4	15	-0.1	-10	-1.5	-7	-14	-1.8	14
CCOC(=O)C(=NC(C)C)NNc1cc(Cl)ccc1Cl	.	-4	0.9	-4	0.2	4	3	1.0	26
Cc1ccc(N(CC(=O)N2CCN(C3CCCCC3)CC2)S(=O)(=O)c2cccnc2)cc1	.	2	0.7	-13	1.2	-4	6	0.6	-10
CC1=C/C(=C\c2ccc3c(c2)OCO3)C(=O)S1	-13	9	1.1	-11	0.4	2	-1	-13	66
O=C(O)c1cc(Cl)c2c(c1)OCO2	.	4	0.8	-5	1.0	-1	-5	0.2	-4
COc1cc(C(C)=O)ccc1Oc1ncnc2c1cnn2-c1ccc(F)cc1	-12	5	0.4	5	1.8	-1	-10	0.3	29
COC(=O)CNC(=O)CNC(=O)Nc1ccccc1	17	-5	0.4	-6	1.3	-7	-16	-0.6	-15
O=C(CCn1c(SCC(=O)c2ccccc2)nc2ccccc2c1=O)NCc1ccc(F)cc1	-21	21	0.6	-3	1.6	2	-11	-0.3	-14
Cc1ccc(CNCCC2=CCCCC2)cc1	-25	11	0.9	-21	1.0	1	-4	-0.8	21
Oc1ccc2ccccc2c1C1Nc2cccc3cccc(c23)N1	-1	-21	0.1	-1	-0.9	4	-7	-5.3	21
COc1ccc2[nH]c(=O)c(CNc3ccccc3C)cc2c1	8	0	0.2	-14	-0.4	-125	4	-5.7	-2
Cc1cc(OCCn2cnc3ccccc3c2=O)ccc1[N+](=O)[O-]	2	-4	0.8	-13	0.8	5	-1	4.3	6
C=C1CCN(C(C(=O)OC)C(C)C)S(=O)(=O)c2ccccc21 (configuration not stated)	33*	-2	.	-4	.	2	-19	0.4	-13
Cc1ccc(NC(=O)CSc2nnc(Cn3cnc4ccccc43)o2)cc1	4	-9	0.4	-8	1.3	0	-12	-4.9	-12
Brc1ccc(-c2csc(-c3ccncc3)n2)cc1	2	-20	0.8	1	-1.6	-5	-7	0.1	18
O=c1ccc(/C=C/c2ccccc2)nn1Cc1ccccc1Cl	-3	-12	0.2	-106	-1.5	-3	-45	1.7	69
O=C(CCc1nnc(-c2ccc3c(c2)OCO3)o1)N(Cc1ccncc1)CC1CCCO1 (configuration not stated)	5	8	0.7	2	2.6	-2	-9	-0.2	-3
CN1CCN(C(=O)c2cc(-c3ccco3)on2)CC1	-6	14	1.3	-29	-0.8	-7	-13	0.3	0
Cc1c(NC(=O)c2ccc3c(c2)OCO3)cccc1-c1nc2ncccc2o1	-21	2	0.7	-4	1.3	-6	-1	-1.6	23

More compounds follow:
SMILES	MDM2 E3 inh	PPC-1+TRAIL kill	TRPML3 ag	p47phox inh	TRPN1 ag	Runt-SMMHC FRET	EBV gp42 inh	TNF necrop inh	CHOP inh
Cc1cccc2c(=O)c(Br)c(C)n(Cc3ccccc3)c12	-3	34	0.2	-6	1.1	-1	1	-0.7	16
CCCCN(C(=O)CNC(=O)c1ccco1)C(C(=O)NC1CCCCC1)c1ccc(OC)cc1OC (configuration not stated)	5	-4	0.2	-7	-0.4	2	-5	-0.7	33
COc1ccc(C2CC(=O)C(C3NCCc4ccccc43)=C(O)C2n2cncn2)cc1 (configuration not stated)	-7	11	1.2	-9	1.2	-4	-11	0.1	8
C/C(=N/NC(=O)c1ccccn1)c1ccc(O)cc1	-20	7	0.4	4	-1.5	-4	-16	0.1	12
CN(C)c1nc(C(=O)Nc2ccccc2)nc(N(C)C)n1	-11	-4	-0.3	-5	-0.7	4	-8	-2.1	27
O=C(CCCCCNC(=O)c1ccccc1Br)N=Nc1c(O)[nH]c2ccccc12	-12	39	0.0	0	0.6	-5	-6	-0.2	-10
CCCOc1cc(C)c(Cl)cc1S(=O)(=O)N(CC)CC	-3	-4	26*	4	-2.1	0	-5	-2.1	24
COc1ccc(-n2c(COc3cccc(C)c3)nnc2SCC(=O)NCc2ccco2)cc1	10	-10	-0.6	-4	-1.5	-4	-5	0.8	38

An excerpt from above in order of the EBV gp42 inh value, low to high:
SMILES	TRPML3 ag	p47phox inh	Runt-SMMHC FRET	EBV gp42 inh	CHOP inh
O=c1ccc(/C=C/c2ccccc2)nn1Cc1ccccc1Cl	0.2	-106	-3	-45	69
Brc1ccc(-c2csc(-c3ccncc3)n2)cc1	0.8	1	-5	-7	18
O=C(O)c1cc(Cl)c2c(c1)OCO2	0.8	-5	-1	-5	-4
